CR mimetic SO = yeast age-related superoxide inhibition as caloric restriction mimetic; S. cerevisiae aged cells, superoxide DHE fluorescence; hits give low values; superoxide response (% of plate mean), % at 10 µM; 0.18% of 330,000 active; AID 2690;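 active = superoxide response under a set limit, about three screen SD below normal, cut at about 65% in these data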;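 also: yeast aged for seven days with compound at 30 °C before DHE staining; 100% = average MFI of all compound-treated wells on the plate with controls excluded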
AGP1-GFP MLPCN = alters AGP1-GFP fluorescence in TOR pathway yeast screen. GFP response vs DMSO, % at 10 µM. 0.02% of 320,000 active. S. cerevisiae AGP1-GFP multiplex flow cytometry, 3 h; GFP as percent of DMSO wells. AID 2066;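 active = GFP response relative to DMSO above a set limit, near screen average plus 3 SD, cut at about 150% in these data; inconclusive = fewer than 70 cells counted for the yeast strain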;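 also: median GFP channel fluorescence of the gated AGP1 strain per well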
RPL19A TOR yeast = modulators of TOR pathway RPL19A-GFP in S. cerevisiae; S. cerevisiae RPL19A-GFP strain, flow cytometry, 3 h; hits give low values; 0.3% of 330,000 active; AID 2025; percent response vs DMSO, % at 10 µM;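 active = percent response vs DMSO below 50%; inconclusive = fewer than 70 events counted for the yeast strain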;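 also: median channel GFP fluorescence of the barcoded RPL19A-GFP strain; ratio of sample median GFP to plate DMSO average so 100% = DMSO; lower means less RPL19A-GFP as with rapamycin TOR inhibition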
CIT2-GFP yeast = yeast TOR pathway CIT2-GFP modulation; S. cerevisiae CIT2-GFP strain, flow cytometry, 3 h; 100 means same as DMSO wells; AID 2029; GFP response vs DMSO, % at 10 µM; 0.065% of 320,000 active;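 active = GFP response relative to DMSO above a set limit, near the screen mean plus 3 SD, cut at about 150% in these data; inconclusive = Fewer than 70 cells measured for a yeast strain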;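 also: ratio of well median GFP fluorescence to mean of DMSO wells on the plate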
MEP2 TOR yeast = yeast TOR pathway MEP2-GFP modulation; S. cerevisiae MEP2-GFP strain, flow cytometry GFP, 3 h; 100% = DMSO control level; GFP response vs DMSO, % at 10 µM; 0.51% of 330,000 active;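 active = GFP response versus DMSO above a set limit, roughly screen mean plus 3 SD, cut at about 180% in these data; inconclusive = fewer than 70 cells counted for a yeast strain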;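 also: median GFP fluorescence of the barcode-gated MEP2-GFP cells per well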
VLA-4 inh = inhibition in a human VLA-4 binding assay. P13612. VLA-4 expressing cells, ligand binding flow cytometry. inhibition, % (about 7 µM as worked out from the volumes in the protocol). 0.2% of 330,000 active; in the data active = inhibition above about 50%
LAP4 TOR yeast = modulators of TOR pathway LAP4-GFP in S. cerevisiae | 0.34% of 320,000 active | GFP response vs DMSO, % at 10 µM | S. cerevisiae LAP4-GFP multiplex, flow cytometry GFP, 3 h; median GFP as percent of DMSO wells;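 active = GFP response vs DMSO above a set limit, about the screen mean plus 3 SD, cut at about 150% in these data; inconclusive = under 70 cell events counted for the yeast strain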
GRK2 inh = human GRK2 inhibition via aptamer displacement | 0.59% of 330,000 active | inhibition of aptamer binding, % at 10 µM | bead flow cytometry, FAM-aptamer displacement from GRK2 | P25098;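 active = inhibition of aptamer binding above 40%, roughly 3 SD of noise, on plates passing a quality check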;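 also: median bead fluorescence of bound FAM aptamer so fluorescent compounds give negative values; no value below 0 was filed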
Numbers without * were called inactive; ? = inconclusive; / = not tested or not shown; [ ] = another dose, or the depositor's remark.

mol,CR mimetic SO,AGP1-GFP MLPCN,RPL19A TOR yeast,CIT2-GFP yeast,MEP2 TOR yeast,VLA-4 inh,LAP4 TOR yeast,GRK2 inh
CC(=O)N1CCc2cc(S(=O)(=O)NCCCN3CCCCC3)ccc21,111,100,102,102,99,1,92,2
Cc1nc2sccn2c(=O)c1S(=O)(=O)NCCc1ccccc1,108,92,94,112,133,-9,123,0
CN1CCN(S(=O)(=O)c2cc(Cl)c(Cl)cc2Cl)CC1,103,104,105,104,97,-4,81,0
Cc1csc(-c2cnn(-c3ccccc3)c2NC(=O)c2ccc(C(F)(F)F)cc2)n1,95,99,98,103,104,1,103,0
Cc1ccc(-n2c(C)nnc2SCC(=O)N2CCc3ccccc3C2)cc1,80,110,115,112,105,3,98,0
Cc1cc(C(=O)CSc2nnc(-c3ccc(Cl)cc3)n2CC2CCCO2)c(C)n1C (stereo not drawn),87,94,97,86,96,14,100,4
c1ccc(Nc2nc(-c3ccccn3)cs2)cc1,92,46,79,76,91,14,102,0
CC(=O)CCc1oc2ccc(NC(C)=O)cc2c1-c1ccc(C)o1,103,104,102,106,107,-1,113,0
N#Cc1c(NC(=O)CSc2nc3c(c(C(F)(F)F)n2)CCc2ccccc2-3)sc2c1CCCC2,92,92,91,98,92,2,90,5
CC1CCN(CCCNC(=O)c2cn(C)c3ccc(S(=O)(=O)N4CCCC4)cc3c2=O)CC1,99,100,102,100,105,20,101,2
COc1ccc(C)cc1NC(=O)Nc1ccccc1,106,104,/,100,109,50*,102,1
COc1ccccc1CN1CC(C(=O)NCCN(C)CCc2ccccc2)CCC1=O (stereo not drawn),98,85,94,85,78,4,71,0
COC(=O)c1sccc1NC(=O)Nc1ccc(OC)c(OC)c1,93,110,106,101,106,13,114,7
O=[N+]([O-])c1ccccc1Oc1ncccc1[N+](=O)[O-],103,102,115,104,106,72*,106,4
O=C(Nc1nnc(-c2ccc(Cl)s2)o1)C1CCCCC1,102,101,103,104,103,4,89,10
Cc1ccc(CNC(=O)c2cc(Cl)cc(Cl)c2)n1C,108,98,100,94,102,12,96,0
Cc1noc(C)c1COC(=O)CCCc1c[nH]c2ccccc12,96,97,97,98,96,-27,95,0
CCCn1nnc(NC(=O)COc2ccc(C3CCCCC3)cc2)n1,92,91,91,85,98,7,113,1
CC(C)Oc1ccc(/C=C(\NC(=O)/C=C/c2ccco2)C(=O)NCCc2nc3ccccc3[nH]2)cc1,106,105,107,110,102,-25,98,2
Cc1nc(SCC(=O)NC(=O)NC2CCCCC2)nc(C)c1C,111,89,90,92,85,3,96,0

Nothing new here: an excerpt of the list.
mol,CR mimetic SO,AGP1-GFP MLPCN,RPL19A TOR yeast,CIT2-GFP yeast,MEP2 TOR yeast,VLA-4 inh,LAP4 TOR yeast,GRK2 inh
COc1ccccc1CN1CC(C(=O)NCCN(C)CCc2ccccc2)CCC1=O (stereo not drawn),98,85,94,85,78,4,71,0
COC(=O)c1sccc1NC(=O)Nc1ccc(OC)c(OC)c1,93,110,106,101,106,13,114,7
O=[N+]([O-])c1ccccc1Oc1ncccc1[N+](=O)[O-],103,102,115,104,106,72*,106,4

Some values from above:
In CR mimetic SO, `CC(=O)N1CCc2cc(S(=O)(=O)NCCCN3CCCCC3)ccc21` has 111
In LAP4 TOR yeast, `COc1ccc(C)cc1NC(=O)Nc1ccccc1` has 102

The results go on:
mol,CR mimetic SO,AGP1-GFP MLPCN,RPL19A TOR yeast,CIT2-GFP yeast,MEP2 TOR yeast,VLA-4 inh,LAP4 TOR yeast,GRK2 inh
Cc1ccc([N+](=O)[O-])cc1NC(=S)NC(=O)c1cccnc1,96,103,108,114,111,-9,94,1
O=C(NCCO)/C(=C/c1cccc([N+](=O)[O-])c1)NC(=O)c1ccco1,97,95,98,96,98,12,121,0
O=C(COC(=O)CC1CC2CCC1C2)Nc1cccc(S(=O)(=O)NC2=NCCCCC2)c1 (stereo not drawn),92,102,95,93,97,8,96,2
O=C1C=C(c2ccc(C(=O)O)cc2)C[C@@H](c2ccc(F)cc2)C1,130,85,98,83,93,-4,116,0
O=C(Nc1ccccc1)/C(=C/c1ccc(O)cc1)NC(=O)c1ccco1,100,?,53[may fluoresce violet],?,533*[may fluoresce violet],9,101[may fluoresce violet],0
COc1ccnc(Oc2ccc(F)cc2)c1C(=O)N/C=N/OCc1ccccc1,100,104,100,102,100,-1,101,2
Cn1c(SCC(=O)Nc2ccccc2F)nnc1C1CCCCC1,124,94,97,91,98,-2,82,1
O=C(CC1NCCNC1=O)OCCCc1ccccc1 (stereo not drawn),102,97,101,95,88,37,84,0
CC(=O)Nc1ccc(NC(=O)CCC(=O)Oc2ccc(C)cc2)cc1,124,108,107,106,108,9,102,3
CCOc1ccc(OCC)c(S(=O)(=O)NCc2ccc3c(c2)OCO3)c1,97,88,95,87,94,11,89,4

Record cards (already shown):
`CCCn1nnc(NC(=O)COc2ccc(C3CCCCC3)cc2)n1` is listed with CR mimetic SO: 92; AGP1-GFP MLPCN: 91; RPL19A TOR yeast: 91; CIT2-GFP yeast: 85; MEP2 TOR yeast: 98; VLA-4 inh: 7; LAP4 TOR yeast: 113; GRK2 inh: 1
`Cc1ccc(-n2c(C)nnc2SCC(=O)N2CCc3ccccc3C2)cc1` is listed with CR mimetic SO: 80; AGP1-GFP MLPCN: 110; RPL19A TOR yeast: 115; CIT2-GFP yeast: 112; MEP2 TOR yeast: 105; VLA-4 inh: 3; LAP4 TOR yeast: 98; GRK2 inh: 0

Looked up one by one from the list above, 3 records:
mol,CR mimetic SO,AGP1-GFP MLPCN,RPL19A TOR yeast,CIT2-GFP yeast,MEP2 TOR yeast,VLA-4 inh,LAP4 TOR yeast,GRK2 inh
Cc1ccc([N+](=O)[O-])cc1NC(=S)NC(=O)c1cccnc1,96,103,108,114,111,-9,94,1
O=[N+]([O-])c1ccccc1Oc1ncccc1[N+](=O)[O-],103,102,115,104,106,72*,106,4
O=C(CC1NCCNC1=O)OCCCc1ccccc1 (stereo not drawn),102,97,101,95,88,37,84,0
